hgDAF12 agonist: activates the H. glycines DAF-12 receptor ligand-binding domain; activation, % at 6.8 µM; AID 687014; HEK293 GAL4-hgDAF12 UAS-luciferase reporter, agonist luminescence; normalized to butyrate control; 1.8% of 370,000 active;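 active means activation above a cutoff set at the mean of all screened compounds plus 3 SD, cut at about 10% in these data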;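 further: 0% = DMSO wells and 100% = sodium butyrate wells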
ssDAF-12 act: S. stercoralis DAF-12 activation, primary screen; 1% of 370,000 active; activation, % at 6.8 µM; HEK293 ssDAF-12/GRIP1 lit1-tk-luc reporter, luminescence; % of 3 µM dafachronic acid response; AID 652126;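 active means activation above the mean over all tested compounds plus 3 SD, cut at about 0.9% in these data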;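 further: 0% = DMSO-only wells and 100% = 3 µM delta7-dafachronic acid wells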
ADAM10 inh: inhibits human ADAM10 | AID 720582 | 0.62% of 370,000 active | O14672 | inhibition, % at 7 µM | recombinant ADAM10, EDANS/DABCYL FRET peptide cleavage, 3 h;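 active means inhibition above a per-campaign cutoff equal to the mean of compounds falling between control-based bounds plus 3 SD, cut at about 20% in these data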;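 further: 0% = DMSO wells while the 100% control is not disclosed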
Target sequence (O14672 214-748 limits assumed): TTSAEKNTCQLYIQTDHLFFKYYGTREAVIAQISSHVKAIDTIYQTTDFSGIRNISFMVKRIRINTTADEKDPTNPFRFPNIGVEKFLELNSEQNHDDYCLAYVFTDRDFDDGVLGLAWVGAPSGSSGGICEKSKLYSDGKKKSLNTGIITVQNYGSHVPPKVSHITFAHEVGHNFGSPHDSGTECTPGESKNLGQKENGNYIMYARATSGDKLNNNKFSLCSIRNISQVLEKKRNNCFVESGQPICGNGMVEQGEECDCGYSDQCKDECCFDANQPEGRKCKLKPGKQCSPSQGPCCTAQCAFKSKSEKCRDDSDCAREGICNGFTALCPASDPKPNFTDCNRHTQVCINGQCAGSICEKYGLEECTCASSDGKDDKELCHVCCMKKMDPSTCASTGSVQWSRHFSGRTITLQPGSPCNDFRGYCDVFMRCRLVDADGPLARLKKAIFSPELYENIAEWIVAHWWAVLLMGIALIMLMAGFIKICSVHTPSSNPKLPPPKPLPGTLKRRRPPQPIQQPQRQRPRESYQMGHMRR
HGIII-sPLA2 inh: Inhibits HGIII-sPLA2 liposome hydrolysis, primary screen | Q9NZ20 | QFRET BODIPY PC-A2 liposome hydrolysis, fluorescence | inhibition, % at 12.2 µM | 0.56% of 370,000 active | AID 743126;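 active means inhibition above mean plus 3 SD of compounds lying within the high and low control bounds, cut at about 19% in these data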;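 further: 0% = median of test compound wells and 100% = no enzyme DMSO wells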
Target sequence (Q9NZ20 whole entry, looked up): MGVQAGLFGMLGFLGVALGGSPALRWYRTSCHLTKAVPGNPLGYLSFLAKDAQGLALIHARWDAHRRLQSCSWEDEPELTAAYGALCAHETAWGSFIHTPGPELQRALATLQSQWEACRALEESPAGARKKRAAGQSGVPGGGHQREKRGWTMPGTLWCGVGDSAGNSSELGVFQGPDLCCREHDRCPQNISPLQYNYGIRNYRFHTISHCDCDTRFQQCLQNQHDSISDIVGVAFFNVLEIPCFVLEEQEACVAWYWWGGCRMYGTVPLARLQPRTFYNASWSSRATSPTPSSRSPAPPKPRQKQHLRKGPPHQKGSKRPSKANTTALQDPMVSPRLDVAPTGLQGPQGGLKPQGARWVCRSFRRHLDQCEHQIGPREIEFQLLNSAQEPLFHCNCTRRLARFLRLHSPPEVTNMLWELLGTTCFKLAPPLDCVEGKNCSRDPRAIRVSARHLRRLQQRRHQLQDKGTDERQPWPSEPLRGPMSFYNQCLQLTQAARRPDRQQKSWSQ
DAX1 inh-1: inhibits human nuclear receptor DAX1; inhibition, % at 6.75 µM; 0.99% of 340,000 active; HEK293 Gal4-DAX1 luciferase reporter, luminescence; AID 504766; P51843;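 active means inhibition above the mean over all tested compounds plus 3 SD, cut at about 4.2% in these data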;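 further: 0% = DAX1-transfected cells with DMSO and 100% = empty-vector control cells with DMSO; inhibition shows as a rise in luminescence from relieved DAX1 repression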
FXN GAA850 act: activators of GAA850 frataxin (FXN) promoter. HEK293 lucGAA850 FXN promoter luciferase reporter, 24 h; percent of 10 µM SAHA response. activation, % at 6 µM. 0.56% of 360,000 active;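 active means activation above the average of all compounds screened plus 3 SD, cutoff fixed separately per campaign, cut at about 7.5% in these data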;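 further: 0% = DMSO wells and 100% = 10 µM SAHA wells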
hcDAF-12 act: H. contortus DAF-12 activation, primary screen | HEK293 hcDAF-12 lit1-tk-luc reporter, luminescence; 0% DMSO, 100% Δ7-dafachronic acid | activation, % at 6.8 µM | 1.4% of 370,000 active | AID 652067;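 active means activation above the mean of all tested compounds plus 3 SD, cut at about 5.5% in these data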;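 further: 100% = response to 3 µM Δ7-dafachronic acid high control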
DAX1 inh-2: inhibitors of DAX1 repression of SF-1 activated StAR promoter. HEK293T StAR-luciferase reporter, SF-1/DAX-1 repression relief. inhibition, % at 6.8 µM. 1.1% of 370,000 active. AID 652010;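 active means inhibition above the mean over all tested compounds plus 3 SD, cut at about 3.6% in these data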;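 further: 0% = DAX-1 cells with DMSO and 100% = cells lacking DAX-1 with DMSO; higher inhibition means more luminescence from relief of DAX-1 repression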
GC-A act: GC-A (human) enzyme activation; HEK293 GC-A cells, cGMP TR-FRET, EC30 ANP; 0% at EC30 ANP, 100% saturating ANP; AID 1671463; 0.14% of 370,000 active; activation, % at 10 µM; P16066; in the data active means activation above about 40%
SMARCA2 activ: activators of SMARCA2 function. MG213 cells, MMTV-luciferase reporter, dexamethasone, overnight. activation, % at 9.1 µM. 1% of 370,000 active. AID 652017; in the data active means activation above about 7.8%;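 further: 0% = vehicle wells and 100% = reference activator wells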
GC-B act: GC-B (human) receptor activation; P20594; HEK293-GC-B cells, CNP EC30, cGMP TR-FRET; 0% at EC30 CNP, 100% saturating CNP; activation, % at 10 µM; 0.11% of 370,000 active; AID 1920062;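 active means activation at 10 µM reaching about 35% in either raw or pattern-adjusted values, limit read from the data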
* hit, by the source's call; i = inactive; x = no result given. An unsorted share of the library; 6.6% or so of the library scored in one or more.

SMILES	hgDAF12 agonist	ssDAF-12 act	ADAM10 inh	HGIII-sPLA2 inh	DAX1 inh-1	FXN GAA850 act	hcDAF-12 act	DAX1 inh-2	GC-A act	SMARCA2 activ	GC-B act
OCCC1CN(Cc2cccc(OC3CCCC3)c2)CCN1Cc1ccsc1 (configuration not stated)	-1.6	-1.3	-1	-3	5.9*	-3.3	-2.0	-1.1	2	-3	-8
COc1ccc(CNC(=O)CCCN2C(=O)c3ccccc3C2=O)cc1	-1.8	-1.3	-6	8	3.4	0.6	-1.1	-0.2	5	-3	3
OCCNc1ncnc2ccc(Br)cc12	5.4	-1.0	-7	9	1.6	-4.5	0.4	-0.2	4	-3	-2
O=C(Nc1ccc2c(c1)OCO2)c1ccc2nc([C@@H]3O[C@H](CO)[C@H](O)[C@H](O)[C@H]3O)[nH]c2c1	-1.9	-1.0	-6	-6	x	1.4	-1.4	-0.6	1	-2	1
Cc1ccc(C(=O)N/C(N)=N/c2nc3ccccc3o2)cc1	2.9	-0.8	1	-1	-0.3	5.0	-0.9	0.2	0	2	-14
COc1ccc(CCNC(=O)c2cc(S(=O)(=O)N3CCC4(CC3)OCCO4)ccc2F)cc1OC	-4.1	-1.6	-5	11	-1.8	-2.4	-0.3	-1.6	-1	-5	1
Cc1c(NC(=O)C2CCCO2)cccc1[N+](=O)[O-] (configuration not stated)	-2.0	-1.2	-1	-5	2.6	-1.5	-0.6	0.0	2	9.5*	1
COc1cc(CNC2CCCCC2OC)cc(OC)c1OC (configuration not stated)	-0.7	-1.0	-7	3	1.9	1.0	3.3	-0.1	-3	0	1
Cn1c(=O)[nH]c(=O)c2c1ncn2CCCc1ccccc1	2.1	-0.8	4	-1	0.8	2.6	-1.4	0.1	-2	2	1
O=C(NCCc1c[nH]c2ccccc12)c1ccc2[nH]c(=O)c(=O)[nH]c2c1	2.0	-0.3	-6	-10	-0.8	1.5	4.8	0.0	2	-2	1
CC(C)c1c(C(=O)N/N=C/c2c[nH]c3ccccc23)nnn1-c1nonc1N	4.4	-0.9	-1	-35	0.2	0.1	-0.2	-1.6	-1	-1	1
CCOC(=O)CCC1(C(=O)OC)C(=O)CCCCCC=C1C(=O)OC (configuration not stated)	-1.5	-0.7	6	3	-0.7	1.7	-0.7	0.1	-5	1	-2
Nc1ccc(S(=O)(=O)NC2(C(F)(F)F)NC(=O)N(c3ccc(F)cc3)C2=O)cc1 (configuration not stated)	0.4	-0.7	-2	6	0.5	-0.4	-1.9	-0.1	2	-2	3
Cc1cc(S(=O)(=O)N2CCCC(N(C)CCc3ccccn3)C2)c(C)s1 (configuration not stated)	-3.9	-0.8	-10	1	1.6	-0.1	-2.1	-1.5	-2	-2	3
COc1ccc(NC(=O)COC(=O)COc2cccc3c2OC(C)(C)C3)cc1	-3.3	-0.9	-1	-5	0.6	0.4	-1.3	0.6	-3	-2	-5
Cc1nnc(SC(C)C(=O)Nc2ccc3ccccc3c2)n1C (configuration not stated)	-2.8	-0.4	9	-4	1.4	0.2	0.9	0.6	0	-2	3
Cc1c(Cl)cccc1NC(=S)N(Cc1ccco1)C(C)c1ccccn1 (configuration not stated)	-0.6	0.7	4	1	2.1	-0.1	0.3	-0.4	-10	4	-1
COc1ccc(NC(=S)N2N=CCC2c2ccccc2)cc1 (configuration not stated)	17*	0.3	4	-4	1.9	7.2	4.9	3.3	1	7	7
COc1ccc(-c2csc(/C=C/c3ccc4c(c3)OCO4)n2)cc1OC	-1.2	-1.8	-10	6	0.7	4.9	-1.6	-0.2	-2	0	1
O=c1[nH]cc(CCCc2ccccc2)c(=O)[nH]1	-1.4	-0.9	-11	9	2.4	1.1	2.4	0.0	1	-1	1
CCOc1cc(C(=S)N2CCCC2)ccc1OCc1ccccc1	-1.5	-1.3	2	9	-1.6	0.4	-2.5	-0.4	1	3	-2
COc1ccc(C(CNC(=O)c2cccc(NS(=O)(=O)c3ccc(C)c(F)c3)c2)N2CCOCC2)cc1 (configuration not stated)	0.1	-1.2	0	-21	-0.5	-1.6	-0.1	-1.7	1	-2	-2
COc1ccc2cc(C(=O)c3ccccc3)c(=O)oc2c1	6.3	-0.7	-42	0	0.4	2.3	3.7	1.3	1	3	-3
COc1ccccc1NC(=O)N[C@@H](Cc1c[nH]c2ccccc12)C(=O)NN	-1.0	-1.2	10	-65	0.0	0.7	-2.1	0.2	-3	2	-1
CCn1c(=O)c(C(=O)NC(C)C)c(O)c2ccccc21	3.2	-1.4	-9	1	1.3	-0.4	1.1	1.2	-2	-1	-2

Additional results:
SMILES	hgDAF12 agonist	ssDAF-12 act	ADAM10 inh	HGIII-sPLA2 inh	DAX1 inh-1	FXN GAA850 act	hcDAF-12 act	DAX1 inh-2	GC-A act	SMARCA2 activ	GC-B act
COc1ccc(Nc2ncc(C#N)c(N)n2)c(OC)c1	2.4	-1.4	3	2	3.5	2.7	0.1	0.3	-4	-1	-2
CCn1c(CC(=O)Nc2ccccc2C)nnc1SCC(=O)NC1CCCC1	-1.0	-1.6	-4	1	0.1	1.9	-1.1	-0.1	4	-2	3
Cc1cc(C)n2c(Nc3ccc4c(c3)OCCO4)c(-c3ccccc3)nc2n1	-1.2	-1.6	-2	8	-0.6	-4.0	-2.9	-1.0	37	-2	18
COc1ccccc1N1CCN(S(=O)(=O)CCNC(=O)c2ccc(Br)o2)CC1	-0.5	-1.1	-5	-7	-0.4	-0.1	-2.5	-3.2	-6	-2	-6
CCCc1cc(=O)oc2c3c(cc(OCC(=O)NCc4ccncc4)c12)OC(C)(C)CC3	-1.0	-2.1	i	-2	1.5	-2.8	-2.8	-2.5	-10	2	-8
Cc1cc(C(=O)OCC(=O)NCc2ccc(F)cc2)c2ccccc2n1	-1.6	-1.1	-24	3	-0.6	-0.6	-2.0	0.1	-1	-2	-5
CCCCn1c(N)c(N(CC)C(=O)c2cccc(S(=O)(=O)N3CCCc4ccccc43)c2)c(=O)[nH]c1=O	0.0	-0.4	-9	5	0.3	2.7	-0.9	1.2	-1	-1	1
OC(CNCCc1ccc(Cl)cc1)COCc1ccco1 (configuration not stated)	3.1	-0.4	1	-4	1.4	0.6	-0.5	0.8	2	1	-4
CCOC(=O)c1sc(NC(=O)CCN2CCN(C)CC2)c(C(=O)OCC)c1C	-0.5	-2.2	0	-18	-0.9	2.8	-2.3	-1.0	-8	8.4*	-14
CCc1nc2c(OCC(N)=O)cccn2c1N(C)C(=O)c1cccs1	1.2	-1.1	-2	4	x	0.7	-0.1	0.7	2	-1	-4
Cc1ccc(NC(=O)c2sccc2C)cc1S(=O)(=O)N(C)C	1.2	-0.6	5	-4	-1.1	1.3	-2.6	-0.3	0	-1	6
CS(=O)(=O)N(CC(=O)N1CCCC1)c1ccc2c(c1)OCCO2	1.7	-1.9	-10	-2	0.3	-0.5	-0.5	0.5	2	0	-3
O=C(O)C1[C@H]2C(=O)N(Cc3cccs3)C[C@]23C=C[C@H]1O3 (some centres not stated)	-1.3	-1.4	-7	0	-1.1	0.9	-0.4	-0.2	1	0	0
CCOC(=O)Cn1c(=O)oc2cc(S(=O)(=O)N(C)Cc3ccccc3)ccc21	-0.8	-0.9	2	1	0.6	-0.1	0.0	0.7	2	-3	7
CCOC(=O)c1cc(C)sc1NC(=S)Nc1ccccc1	1.3	-0.7	-3	7	-0.2	0.3	1.7	-0.2	1	-3	-6
CC(=O)N1CCCc2cc(S(=O)(=O)N3CCCC(C)C3)ccc21 (configuration not stated)	-0.1	-0.3	-5	-3	0.5	2.6	0.8	-0.3	4	-2	6
CCn1c(=O)cc(N2CCN(c3cccc(C(F)(F)F)c3)CC2)[nH]c1=O	8.5	-0.9	0	10	x	x	-1.0	x	0	x	-9
COc1cc(OC)cc(C(=O)NCCCCNC(=O)c2cc(OC)cc(OC)c2)c1	1.1	-1.6	2	1	x	-0.6	-2.0	-0.3	-4	1	-8
Cc1ccc2[nH]cc(CCNS(=O)(=O)c3ccc(F)cc3)c2c1	-0.9	-1.0	-4	-97	-1.7	-1.3	-1.4	-0.3	1	-3	0
CCCNC(=O)CCC(=O)Nc1ncc(-c2ccc(C)cc2)n1C	0.1	-1.6	-11	-4	0.6	-1.2	0.2	-0.3	3	-1	3
COCC(=O)Nc1cc(C(=O)NCC(C)C)ccc1Cl	3.0	-0.8	-8	1	0.0	0.7	-0.2	0.9	0	-2	5
CC(=O)Cc1nsc(NC(=O)c2ccc(COc3ccccc3Cl)o2)n1	0.2	-1.1	3	-24	-1.1	-0.2	5.6	-0.1	2	-2	1
Cc1ccc(CN2C(=O)C(C)Sc3ccc(C#N)cc32)cc1 (configuration not stated)	-1.3	-0.9	-6	4	x	3.6	-1.4	-0.5	-16	-8	-8
COc1cccc(Cn2c(=O)oc3ccccc32)c1	3.5	-0.6	11	3	0.4	5.7	1.2	0.4	-6	1	-5
CSCCC(NC(=O)c1cc(C)oc1C)C(=O)O (configuration not stated)	-2.1	-1.4	-5	1	2.5	-2.1	-0.8	-0.8	8	-3	2

New compounds follow.
SMILES	hgDAF12 agonist	ssDAF-12 act	ADAM10 inh	HGIII-sPLA2 inh	DAX1 inh-1	FXN GAA850 act	hcDAF-12 act	DAX1 inh-2	GC-A act	SMARCA2 activ	GC-B act
O=C(NCc1ccc(F)cc1)c1cc(C2CCCN(C(=O)c3cccs3)C2)on1 (configuration not stated)	0.7	-0.7	-10	-4	x	-1.7	-1.1	-1.2	-2	-2	2
CCc1cc2ccccc2nc1SCC(=O)NC1CCCC1	1.4	-0.4	1	-4	-1.4	0.9	-1.2	-0.1	-4	1	0
COc1ccc(OC)c(-c2nnc(NC(=O)C(C)Sc3nncn3C)s2)c1 (configuration not stated)	-1.0	0.3	-71	-2	-0.2	3.2	2.3	2.4	2	0	-2
CCc1nnc(NC(=O)c2cc(-c3ccc(C)o3)nc3ccccc23)s1	-0.5	-0.7	-89	-9	0.6	0.9	0.2	1.8	5	3	3
CCc1ccc2oc(C(=O)N3CCN(C)CC3)cc(=O)c2c1	-0.6	-0.8	-2	0	1.6	-1.1	-0.5	0.2	0	-1	4
O=C(c1cccc(N2C(=O)C3CC=CCC3C2=O)c1)N1CCCCCC1 (configuration not stated)	0.1	-1.3	8	2	-0.8	3.6	-1.0	0.2	-2	2	5
Cn1c(/C(C#N)=C/c2cccc(O)c2)nc2ccccc21	-5.6	-0.9	-14	-10	0.8	7.5	0.7	0.8	-1	4	-5
Cc1cc(Cl)ccc1C(O)c1ncc(-c2ccc(C(F)(F)F)cc2)[nH]1 (configuration not stated)	3.3	-1.7	16	-15	x	-0.2	-0.1	1.2	-4	-1	2
Cc1ccc(/C=C/C(=O)Nc2nnc(C)s2)o1	6.6	-0.9	-94	8	-0.7	4.5	1.8	0.0	2	-2	-1
CCOC(=O)CCCNC(=O)CN1C(=O)NC(CCc2ccccc2)C1=O (configuration not stated)	-4.1	-0.7	4	0	0.0	-1.6	-1.6	-0.3	2	-1	0
